Caspase-1 inhib: caspase-1 (human) inhibition, allosteric or competitive. 75,000 tested, 0.03% active. Potency, µM (titrated, usually from 57.5 µM), without a hit: top-dose activity change, negative = inhibition, usual class: inhibitors. Caspase-1 enzyme, Ac-WEHD-AFC fluorogenic rate. AID 900. P29466;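 note: potency is the fitted concentration of half-maximal effect; plate controls were vehicle for no effect and no substrate for full effect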
ERK AVP block: blocks ERK signaling stimulated by vasopressin. HEK293-V1b, vasopressin-stimulated pERK AlphaScreen. Potency, µM (highest dose often 57.5 µM), inactives show at the top dose activity, negative = inhibition, usual class: inhibitors. 72,000 tested, 0.99% active. AID 995; note: potency is the fitted concentration of half-maximal effect; % is set by controls: 0 for no effect and ±100 for the full control effect; nearly all actives have a fitted effect of over 55% in size
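Overnight-seeded V1b-HEK293 cells in 1% FBS got compound, then vasopressin (25 nM final, 5 min, 37C), then lysis buffer. AlphaScreen detection of phospho-ERK; activity normalized to basal and full-stimulation controls.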
HEK293 cAMP cs: counter-screen for TSHR agonists: cAMP increase in parental HEK293; parental HEK293 CNG cAMP sensor, membrane potential fluorescence; Potency, µM (top dose mostly 57.1 µM), without a hit: at the top dose activation, hits mostly activators; 73,000 tested, 2.5% active; AID 938; note: potency is the fitted concentration of half-maximal effect; % of control where 0% means no effect; nearly all actives have a fitted effect of over 55% in size
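Parental HEK 293 cells stably expressing a cAMP-gated CNG channel were loaded with membrane potential dye containing 100 uM RO 20-1724 for 60 min. Compound added for 30 min; depolarization read as fluorescence intensity at 590 nm.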
Rhodamine fluor: compound autofluorescence in rhodamine spectral region | max dye-equivalent concentration, M | Rhodamine-region fluorescence, 547/598 nm, Tris buffer; stronger effect = higher value | 59,000 tested, 0.05% active; in the data active = max dye-equivalent concentration above about 11 nM; inconclusive = between about 1.1 nM and that limit
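Intrinsic compound fluorescence, ex 547 / em 598 nm, CCD imager. Tris 100 mM pH 8.0; 15 min RT. Output = rhodamine dye-equivalent concentration at each compound concentration.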
HADH2 inhib: inhibitors of human HADH2 dehydrogenase | Q99714 | recombinant HADH2, NADH fluorescence, beta-hydroxybutyryl-CoA | Potency, µM (top dose mostly 57.1 µM), for the others: at the top dose activity change, negative = inhibition, hits mostly inhibitors | 73,000 tested, 3.4% active; note: potency is the fitted concentration of half-maximal effect; % is set by controls: 0 for no effect and ±100 for the full control effect; nearly all actives have a fitted effect of over 60% in size; many of its hits are not listed in these tables
Target sequence (Q99714 whole entry, looked up, one chain of several): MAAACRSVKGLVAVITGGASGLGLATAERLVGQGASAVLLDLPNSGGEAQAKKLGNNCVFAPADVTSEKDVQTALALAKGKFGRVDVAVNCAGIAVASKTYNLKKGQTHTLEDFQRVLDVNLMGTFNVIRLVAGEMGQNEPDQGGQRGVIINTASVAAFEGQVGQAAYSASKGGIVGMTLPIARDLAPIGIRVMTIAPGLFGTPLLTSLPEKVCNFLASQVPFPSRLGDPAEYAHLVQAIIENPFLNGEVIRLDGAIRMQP
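Activity measured as NADH fluorescence gain (360/450 nm), taken as the change between first and last reads of a 4-min kinetic run. Conditions: pH 9.0 Tris buffer, 20 nM E. coli-expressed His-tagged enzyme, 1 mM NAD+, 90 uM beta-hydroxybutyryl-CoA; 15-min compound preincubation.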
USP2a inhib: USP2a (human) protease inhibition. 60,000 tested, 0.1% active. O75604. USP2a enzymatic assay, qHTS inhibition. Potency, µM (titrated, usually from 38.3 µM), for the others: at the highest dose activity change, negative = inhibition, hits mostly inhibitors. AID 927;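 note: potency is the fitted concentration of half-maximal effect; nearly all actives have a fitted effect of over 60% in size; plate controls were DMSO for no effect and NEM full inhibition control for full effect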
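Inhibition is measured in a cell-free coupled assay with 20 nM USP2 core, 20 nM Ub-PLA2 and 20 uM NBD C6-HPC, 2.5 h incubation. Activity normalized to NEM control.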
FLuc inh: blocks Photinus pyralis firefly luciferase activity. P08659. purified firefly luciferase, luminescence, 8 min. Potency, µM (titrated, usually from 57.1 µM), inactives show top-dose activity change, negative = inhibition, actives largely listed as inhibitors. 72,000 tested, 2.2% active. AID 411; note: potency is the fitted concentration of half-maximal effect; % is set by controls: 0 for no effect and ±100 for the full control effect; nearly all actives have a fitted effect of over 40% in size
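qHTS concentration-response profiling: light output of P. pyralis luciferase with luciferin and 10 uM ATP, imidazole buffer pH 7.2. Read by luminescence after 8-min room-temperature incubation.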
Tau fil binding: tau filament binding | Potency, µM (top dose mostly 57.1 µM), for the others: at the top dose activity change, negative = inhibition | P10636 | 71,000 tested, 2% active | recombinant tau filaments, thioflavin S fluorescence, 15 h; filaments grown with octadecylsulfate alongside compound;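 note: potency is the fitted concentration of half-maximal effect; % is set by controls: 0 for no effect and ±100 for the full control effect; actives lower thioflavin S fluorescence by blocking filaments or displacing dye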
Target sequence (P10636 whole entry, looked up): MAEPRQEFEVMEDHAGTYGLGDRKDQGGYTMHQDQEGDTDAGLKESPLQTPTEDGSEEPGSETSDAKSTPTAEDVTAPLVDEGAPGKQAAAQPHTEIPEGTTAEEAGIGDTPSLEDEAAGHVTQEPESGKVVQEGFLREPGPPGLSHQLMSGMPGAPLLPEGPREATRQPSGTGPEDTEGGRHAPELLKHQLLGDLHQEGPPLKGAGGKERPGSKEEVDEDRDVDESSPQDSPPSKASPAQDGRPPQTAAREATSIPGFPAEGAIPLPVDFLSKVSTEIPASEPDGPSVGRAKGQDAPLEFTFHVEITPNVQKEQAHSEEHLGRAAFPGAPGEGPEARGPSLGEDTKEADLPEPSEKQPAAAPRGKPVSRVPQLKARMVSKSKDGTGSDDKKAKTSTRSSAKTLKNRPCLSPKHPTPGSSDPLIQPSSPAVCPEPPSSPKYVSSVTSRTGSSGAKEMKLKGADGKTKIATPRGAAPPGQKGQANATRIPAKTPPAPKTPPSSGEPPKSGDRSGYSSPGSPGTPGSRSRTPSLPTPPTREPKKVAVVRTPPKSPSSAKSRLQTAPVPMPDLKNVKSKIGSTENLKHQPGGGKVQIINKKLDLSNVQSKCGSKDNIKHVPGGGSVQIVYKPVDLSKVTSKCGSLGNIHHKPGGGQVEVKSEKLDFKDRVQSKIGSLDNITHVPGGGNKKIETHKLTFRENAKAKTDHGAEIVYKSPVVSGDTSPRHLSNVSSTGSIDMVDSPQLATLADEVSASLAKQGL
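Quantitative HTS: thioflavine S signal from ODS-induced tau filaments, excited at 450 nm, emission 510 nm. Conditions: 1 uM tau, 30 uM ODS, 15 h at 37 C, pH 7.4.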
Fluorescein fluor: compound fluoresces in the fluorescein spectral region; Compound autofluorescence, 480/540 nm, fluorescein-equivalent; stronger effect = higher value; max fluorescein-equivalent concentration, M; 59,000 tested, 0.91% active; in the data active = max fluorescein-equivalent concentration above about 10 nM; inconclusive = between about 1.1 nM and that limit
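Values reflect compound autofluorescence, normalized to fluorescein on the same plate and reported at each tested concentration. Conditions: 100 mM Tris pH 8.0, room temperature, 15 min, excitation 480 nm, emission 540 nm.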
Caspase-7 inhib: blocks human caspase-7 allosterically or competitively. P55210. recombinant caspase-7, Ac-DEVD-AFC fluorescence rate. Potency, µM (titrated, usually from 57.5 µM), for the others: at the top dose activity change, negative = inhibition, hits mostly inhibitors. 75,000 tested, 0.02% active. AID 889; active = well fitted inhibition curve with a large enough effect in the main read-out, with a control signal flat, not every such curve was filed as active; inconclusive = small, poorly fitted or top-dose-only effect, or a change in a side signal; note: potency is the fitted concentration of half-maximal effect; % of control where 0% means no effect
Texas Red fluor: compound fluoresces in the Texas Red spectral region; Compound fluorescence, Texas Red channel, 547/618 nm; stronger effect = higher value; max dye-equivalent concentration, M; 59,000 tested, 0.06% active; in the data active = max dye-equivalent concentration above about 10 nM; inconclusive = between about 1.1 nM and that limit
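Pin-transferred compounds and Texas Red standards go into 100 mM Tris buffer, pH 8.0. After 15 min at room temperature, plates are imaged with 547/618 nm filters. Each value is a dye-equivalent concentration derived from the per-plate dye curve.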
Numbers without * were called inactive; i = inactive; ? = inconclusive; . = no result given; & = joins results of further samples; ! = repeats disagree; [ ] = dose if it differs, or a comment. Unless noted, calls come from the whole dose curve; as a rule, active = well fitted curve in the direction sought with a large enough effect; inconclusive = small, poorly fitted or top-dose-only effect, or another doubt; inactive = no such curve, though single readings can be large; an effect the other way counts as inactive or inconclusive. The list is partial; the hit share may differ from the screen's.

SMILES | Caspase-1 inhib | ERK AVP block | HEK293 cAMP cs | Rhodamine fluor | HADH2 inhib | USP2a inhib | FLuc inh | Tau fil binding | Fluorescein fluor | Caspase-7 inhib | Texas Red fluor
CC(=O)OC1(c2ccccc2)CCN(C)C2CCCCC21 (stereo unspecified) | 1% | -2% | 11% | i | -1% | -1% | 0% | -19% | i | 0% | i
Cc1cccc(N2CCc3c2nc2ccccc2c3N)c1 | -2%&-3% | 25µM*! | -74%&5%[inhibitor] | i | 105%[activator] | . | ? | 10%&-1% | ? | 1%&-4% | i
CCC(=NCC1CCCO1)c1c(O)n(-c2ccccc2)c(=O)[nH]c1=O (stereo unspecified) | 0% | -7% | 6% | i | -3% | -4% | 1% | -6% | i | -1% | ?
O=C(O)CN1C(=O)CC(Cc2ccc(Cl)cc2)C1=O (stereo unspecified) | -2% | 1% | ? | i | -12% | . | 0% | 7% | i | 2% | i
CC(=O)OCC(=O)[C@@H]1CC[C@H]2[C@H]3CC[C@H]4C[C@@H](O)CC[C@]4(C)[C@@H]3C(=O)C[C@@]12C | -2%[25.7 µM] | 1%[25.7 µM] | -7%[25.6 µM] | i | -7%[25.6 µM] | 5%[17.1 µM] | -8%[25.5 µM] | 8%[25.6 µM] | i | 1%[25.7 µM] | ?
COc1ccc(CCn2c(O)c(C=NCCCN(C)C)c(=O)[nH]c2=O)cc1OC | -5% | 21% | -1% | i | 4% | -2% | 1% | -10% | i | -1% | i
O=C1C2CCN(CC2)C1Cc1ccc(OCCOc2ccccc2)cc1 (stereo unspecified) | 1% | 3% | 5% | i | 7% | 11% | 1% | -20% | i | -2% | ?
NCCc1c[nH]c2ccc(O)cc12 | 1% | -1% | 32µM*! | i | 4%[25.6 µM] | -4%[17.1 µM] | -2%[25.5 µM] | -15%[25.6 µM] | ? | 0% | ?
COc1ccc(-n2c(=O)[nH]c3ccccc3c2=O)c(OC)c1 | -1% | 14% | -4% | i | 3% | -1% | 1% | 5% | i | 3% | i
CC1CC2(O)c3nonc3CCC2N1O (stereo unspecified) | -1% | 4% | 5% | i | 9% | . | 1% | 4% | i | 0% | i
Cc1ccc2c(c1)C1CN(C)CCC1N2C(=O)c1ccco1 (stereo unspecified) | 1% | 13% | 4% | i | 3% | -5% | 0% | -6% | ? | -1% | i
COc1ccc2c(c1)c(C(=O)CN1CCN(C)CC1)c(C)n2Cc1ccccc1 | 0% | 4% | ? | i | 3% | 22% | -1% | 52% | i | 0% | ?
CCCCn1c(O)c(C=NC2CCCCC2N)c(=O)[nH]c1=O (stereo unspecified) | -1% | -2% | 7% | i | 1% | 1% | 1% | 5% | i | 3% | i
c1ccc2c(c1)OC[C@@H](C1=NCCN1)O2 | 2% | -1% | 18% | i | -8% | -18%[17.1 µM] | -3% | ? | ? | 3% | ?
CCN(CC)C(=O)N[C@H]1C[C@H]2c3cccc4[nH]cc(c34)C[C@@H]2N(C)C1 | -1% | 14% | -2% | i | 0% | -14% | 2% | 1% | ? | 1% | i
[O]=[Cr](=[O])([OH])[O][Cr](=[O])(=[O])[OH] | 2%&-1%&5% | 18%&-2%&5% | -22%&27%&22% | . | 7%&-4%&2% | . | . | 1.3µM*! | . | -1%&-1%&-1% | .
CN1C[C@H](C(=O)N[C@]2(C)O[C@@]3(O)[C@H]4CCCN4C(=O)[C@@H](Cc4ccccc4)N3C2=O)C[C@H]2c3cccc4[nH]cc(c34)C[C@@H]21 | . | . | -5% | i | -2% | . | 2%[11.4 µM] | 41% | ? | . | i
CNC[C@H](O)c1ccc(O)c(OC)c1 | -1%[25.7 µM] | 15%[25.7 µM] | -4%[25.6 µM] | i | 0%[25.6 µM] | -3%[17.1 µM] | 2%[25.5 µM] | -1%[25.6 µM] | i | -1%[25.7 µM] | i
O=C(Nc1ccccc1OC(=O)N1CCOCC1)N1CCOCC1 | 2% | -9% | 0% | i | 2% | -2% | 2% | 1% | i | -3% | i
O=C(O)C[O][Sb][O]CC(=O)O | -10%[11.5 µM] | 3%[11.5 µM] | -8%[11.4 µM] | i | 5%[11.4 µM] | . | 2%[11.4 µM] | 8%[11.4 µM] | i | -1%[11.5 µM] | ?
CCN1CCN(Cc2nnnn2C(C)(C)C)CC1 | 2% | -6% | 0% | i | -24% | -13% | 2% | -9% | i | 2% | i
OC[P+](CO)(CO)CO | -4% | 4% | 8% | . | 3% | . | . | -6% | . | -1% | .
CC(C)OC(=O)C1C(=O)NC2(C)CC1c1ccccc1O2 (stereo unspecified) | 1% | -1% | 9% | i | 1% | 3% | -2% | -11% | i | -1% | i
C[C@H](Br)CN(C[C@H](C)Br)c1ccc2c(c1)Cc1ccccc1-2 | -3%[11.5 µM] | -11%[11.5 µM] | -1%[11.4 µM] | i | -23%[11.4 µM] | . | -2%[11.4 µM] | -4%[11.4 µM] | i | 0%[11.5 µM] | i
COc1ccc2[nH]cc(CCN(C)C)c2c1 | 2% | 1% | -4% | i | 6% | 9% | 1%[25.5 µM] | -13% | ? | 3% | i
CCCCn1c(O)c(C(C)=NCc2ccc(F)cc2)c(=O)[nH]c1=O | -2% | -10% | 25% | i | 14% | 10% | 3% | 5% | i | -1% | i
CC(C)[C@]12CC(=O)[C@H](C)[C@H]1C2 | -3% | -6% | ? | . | -4% | . | . | -1% | . | 2% | .
C[C@@H](O)CN(CCN(C[C@@H](C)O)C[C@@H](C)O)C[C@@H](C)O.O=[N+]([O-])O.[Cu] | -1%[11.5 µM] | -14%[11.5 µM] | -9%[11.4 µM] | i | -24%[11.4 µM] | . | 4%[11.4 µM] | ? | i | -4%[11.5 µM] | i
O=C(CN1C(=O)CN=C(c2ccccc2Cl)c2cc(Cl)ccc21)NCc1ccco1 | -2% | 5% | 17% | i | 1% | 57%[activator] | 0% | 27% | i | -2% | ?
C[N+]12CN3CN(CN(C3)C1)C2 | -2% | -14% | 9% | i | 2% | -1% | 2% | -29% | ? | -4% | i
COc1cc2c(c(OC)c1OC)-c1ccc(OC)c(=O)cc1[C@@H](NC(C)=O)CC2 | ? | 4%&0%&11% | 1%&-42%&9% | . | -10%&1%&-12% | -4% | -1% | 4%&-7%&-21% | . | 1%&2%&-1% | .
O=c1c2ccccc2nc(-c2ccco2)n1-c1ccncc1 | 0% | ? | -1% | . | -2% | 1% | 1% | 8% | . | -1% | .
COCc1cc(C)c(C#N)c(=S)[nH]1 | -3% | -18% | 5% | i | 0.63µM* | 19% | 0% | 3% | ? | -5% | ?
C=C(C)CN1CC[C@@]23c4c5ccc(O)c4O[C@H]2c2[nH]c4ccccc4c2C[C@]3(O)[C@@H]1C5 | -1% | 2% | 4% | . | 5% | . | -1% | ? | . | 1% | .
CC(C)Cn1cc(C(=O)N2CCC3(CC2)OCCO3)c2c3ccccc3n(C)c2c1=O | 1% | -6% | 29% | i | -21% | 6% | 1% | 8% | i | -1% | ?
CS(=O)(=O)N1CCC2(CC1)CN(Cc1ccncc1)C2 | -4% | -5% | 16% | i | -6% | 1% | 0%[11.4 µM] | -5% | i | 1% | i
CNP1(NC)=Nc2nn(-c3ccccc3)c(N)c2C(c2ccccc2)=N1 | -1% | -8% | -8% | i | -2% | -1% | -8% | -13% | ? | -2% | i
CCCC(=O)Cl | -4% | -5% | 24% | . | -8% | . | . | -4% | . | 0% | .
COC(=O)c1cc(COc2cc(C)cc3oc(=O)c4c(c23)CCC4)c(C)o1 | 0% | -14% | ? | i | 29% | 5% | 1% | 18% | ? | -2% | i
Cc1ccc(P(=O)(O)c2ccc(C)cc2)cc1 | 1% | -2% | ? | . | 2%[11.4 µM] | 2%[7.66 µM] | 2% | -4%[11.4 µM] | . | 0% | .

Full records, looked up by structure. Order of values: Caspase-1 inhib, ERK AVP block, HEK293 cAMP cs, Rhodamine fluor, HADH2 inhib, USP2a inhib, FLuc inh, Tau fil binding, Fluorescein fluor, Caspase-7 inhib, Texas Red fluor
Record of CCCC(=O)Cl → -4%, -5%, 24%, ., -8%, ., ., -4%, ., 0%, .
Record of C=C(C)CN1CC[C@@]23c4c5ccc(O)c4O[C@H]2c2[nH]c4ccccc4c2C[C@]3(O)[C@@H]1C5 → -1%, 2%, 4%, ., 5%, ., -1%, ?, ., 1%, .
Record of O=c1c2ccccc2nc(-c2ccco2)n1-c1ccncc1 → 0%, ?, -1%, ., -2%, 1%, 1%, 8%, ., -1%, .
Record of COC(=O)c1cc(COc2cc(C)cc3oc(=O)c4c(c23)CCC4)c(C)o1 → 0%, -14%, ?, i, 29%, 5%, 1%, 18%, ?, -2%, i

Screening results from PubChem.
